# KB-3-1 tox = KB-3-1 parental cell cytotoxicity. KB-3-1 viability, CellTiter-Glo ATP luminescence, 72 h. hit rate 1.4% among 400,000. Potency, µM (highest dose often 46.1 µM), for inactives: at the highest dose activity change, negative = cytotoxic, hits mostly cytotoxic; also: % is scaled to controls: 0 for no effect and ±100 for the full control effect; nearly all actives have a fitted effect of over 60% in size
#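 Screening of KB-3-1 cells (DMEM, 10% FBS, phenol-red free) ran from lowest to highest compound concentration; after 72 h at 37 °C viability was read luminescently and curves fitted.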
# HT1080-NT tox = kills 2HG-producing HT-1080-NT fibrosarcoma cells; HT-1080-NT fibrosarcoma viability, CellTiter-Glo ATP luminescence, 48 h; Potency, µM (series often up to 46.1 µM), for the others: at the highest dose activity, negative = less viability, actives largely listed as cytotoxic; hit rate 1.6% among 360,000;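 also: NT is the 2HG producing partner of a matched IDH1 knockdown line; 0% = DMSO-treated cells and -100% = media-only wells without cells; nearly all actives have a fitted effect of over 55% in size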
#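 Toxicity toward the 2HG-producing NT line was scored as %Activity, normalised to DMSO and no-cell wells, from CellTiter-Glo luminescence after 48 hours' treatment.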
# HEK293 tox = cytotoxicity counter-screen for GLP-1 receptor inverse agonists. Potency, µM (doses to about 38.3 µM), inactives show at the top dose activity change, negative = inhibition, most hits filed as inhibitors. HEK293 cAMP-luciferase reporter cells, luminescence, 24 h. AID 624418. hit rate 0.13% among 410,000;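 also: loss of luciferase light is scored as toxicity; % is scaled to controls: 0 for no effect and ±100 for the full control effect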
#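 Here, cytotoxicity is scored as loss of luminescence. The MLSMR collection was tested on cells seeded in medium containing 10% Nu serum, with a 24 hr compound exposure preceded by 12 hours of culture.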
# KB-V1 cytotox = KB-V1 MDR subline cytotoxicity; KB-V1 MDR cells viability, CellTiter-Glo, 72 h; Potency, µM (doses to about 46.1 µM), for inactives: at the highest dose activity change, negative = cytotoxicity, most hits filed as cytotoxic; hit rate 3.4% among 400,000; also: % is scaled to controls: 0 for no effect and ±100 for the full control effect; nearly all actives have a fitted effect of over 60% in size
#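 KB-V1 cells (P-gp-expressing MDR subline of KB-3-1) in phenol-red-free DMEM with 10% FBS were exposed to library compounds over a concentration series for 72 h at 37 degrees C. Viability read by CellTiter-Glo luminescence; concentration-effect curves fitted after normalization.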
# GLP1R ag = activates the human GLP-1 receptor | P43220 | HEK293 GLP-1R CRE-luciferase, luminescence, 4-6 h; cells express a hypersensitive GLP-1R form | Potency, µM (highest dose often 45.6 µM), for inactives: at the top dose activation, most hits filed as activators | hit rate 0.007% among 380,000 | AID 624172; also: % of control where 0% means no effect
# Target sequence (P43220 whole entry, looked up): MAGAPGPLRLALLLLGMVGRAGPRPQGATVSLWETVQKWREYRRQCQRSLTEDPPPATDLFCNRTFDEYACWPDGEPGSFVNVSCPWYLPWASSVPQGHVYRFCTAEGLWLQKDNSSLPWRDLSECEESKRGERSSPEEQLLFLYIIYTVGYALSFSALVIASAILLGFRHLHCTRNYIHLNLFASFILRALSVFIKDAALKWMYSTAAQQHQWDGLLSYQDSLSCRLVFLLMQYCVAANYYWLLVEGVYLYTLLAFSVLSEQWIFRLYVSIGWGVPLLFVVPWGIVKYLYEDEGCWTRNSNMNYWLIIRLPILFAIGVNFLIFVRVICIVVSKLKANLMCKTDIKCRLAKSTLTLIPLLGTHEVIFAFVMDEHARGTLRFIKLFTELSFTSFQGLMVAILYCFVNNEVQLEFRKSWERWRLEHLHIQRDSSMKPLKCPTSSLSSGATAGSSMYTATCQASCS
# HT1080 IDH1KD tx = toxicity to HT-1080 IDH1 knockdown cells (counter line); HT-1080 IDH1 knockdown viability, ATP luminescence, 48 h; Potency, µM (highest dose often 46.1 µM), for inactives: at the highest dose activity, negative = toxicity, usual class: cytotoxic; hit rate 2% among 360,000; AID 686971;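 also: 0% = DMSO wells and -100% = cell-free medium wells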
#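 % activity derives from luminescence (CellTiter-Glo), normalised to DMSO and no-cell wells. HT-1080-IDH1KD cells, 750/well, had 48 h compound exposure at 37 °C.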
# SW480 rerep = inducers of DNA re-replication in SW480 colon cancer cells; SW480 DNA re-replication, Hoechst DNA content imaging, 48 h; Potency, µM (titrated, usually from 46.1 µM), inactives show top-dose re-replication activation, actives largely listed as activators; hit rate 1.8% among 340,000; also: % of control where 0% means no effect; nearly all actives have a fitted effect of over 55% in size
#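 Treated cells incubate 48 hr (37 C, 5% CO2), are stained 40 min with Hoechst, and nuclear fluorescence is enumerated; a rise in nuclei with high DNA signal marks re-replication.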
# TDP43 rescue = rescues yeast growth from TDP-43 toxicity. TDP-43 expressing yeast growth rescue, BacTiter-Glo, 24 h. hit rate 1.8% among 410,000. Potency, µM (top dose mostly 46.1 µM), for inactives: top-dose growth rescue (activation), most hits filed as activators. AID 652104; also: % of control where 0% means no effect; nearly all actives have a fitted effect of over 50% in size
#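 Galactose-induced TDP-43 yeast, OD600=0.02, compound pinned; 24 hr, 30 deg C; BacTiter-Glo luminescence for growth. Inhibitors of TDP-43 toxicity read as activators.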
# GLP1R inv ag = GLP-1 receptor (human) inverse agonism | P43220 | HEK293 GLP-1R CRE-luciferase, luminescence, 24 h; GLP-1R form is constitutively active | Potency, µM (top dose mostly 38.3 µM), inactives show at the highest dose activity change, negative = inhibition, most hits filed as inhibitors | hit rate 1.6% among 410,000 | AID 624417; also: % is scaled to controls: 0 for no effect and ±100 for the full control effect; nearly all actives have a fitted effect of over 55% in size
#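 Using stably transfected HEK293 (constitutively active GLP-1R, cAMP-luciferase reporter), compounds were incubated 24 hr and luciferase measured by luminescence.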
# * = called active by the depositor; ? = inconclusive; nt = no result given; [ ] = another dose, or the depositor's remark. Calls follow the shape of the dose curve; as a rule, active = well fitted curve in the direction sought with a large enough effect; inconclusive = small, poorly fitted or top-dose-only effect, or another doubt; inactive = no such curve, though single readings can be large; an effect the other way counts as inactive or inconclusive. Potency is read from the fitted curve at half-maximal effect.
SMILES,KB-3-1 tox,HT1080-NT tox,HEK293 tox,KB-V1 cytotox,GLP1R ag,HT1080 IDH1KD tx,SW480 rerep,TDP43 rescue,GLP1R inv ag
Cc1ccc(S(=O)(=O)N2CCCCC2)cc1NC(=O)c1ccccc1Cl,-38%,-1%,5%,?,8%,-15%,-3%,0%,?
COc1ccc(Cn2c(SCc3ccc(C(=O)NC(C)c4ccccc4)cc3)nc3cccnc32)cc1 (stereo not given),1%,nt,2%,6%,nt,nt,nt,20%,11%
CCCOC(=O)c1ccc(NC(=O)CN(C)Cc2cccs2)cc1,1%,10%,1%,-5%,29%,18%,-3%,-14%,?
O=C(COC(=O)c1cccs1)c1ccc2c(c1)OCCO2,20%,2%,1%,16%,-8%,5%,?,-6%,0%
CCC(=O)NC(=S)Nc1ccccc1C(=O)OC,10%,8%,3%,17%,-5%,17%,-6%,19%,20%
Cc1ccc(-c2nc3c(=O)n(C)c4ccccc4c3o2)cc1,0%,-10%,15%,-7%,-1%,-2%,-6%,22%,17%
CC12CCC(C(=O)N(c3nccs3)C1=O)C2(C)C (stereo not given),4%,0%,1%,12%,14%,17%,-6%,-7%,-4%
CN1CCN(S(=O)(=O)c2ccc(SCCOc3ccccc3)nc2)CC1,-2%,-15%,-3%,-24%,2%,-22%,-5%,0%,?
C=CCNC(=O)c1ccc(-c2cccc([N+](=O)[O-])c2)o1,16%,?,11%,-2%,11%,7%,?,-15%,21%
CCN(CC)C(=O)/C(=C\c1cccc([N+](=O)[O-])c1)NC(=O)c1ccco1,3%,4%,-15%,13µM*,3%,19%,-121%[inhibitor],15%,-2%
CN1/C(=C/C(=S)NC(=O)C2(C)CC2(Cl)Cl)C(C)(C)c2ccccc21 (stereo not given),-3%,-10%,?,6%,21%,-7%,13%,-11%[1.82 µM],?
CCC(C)[C@H]1CNC(=O)C(=O)N1CCCCC1CCCCC1 (stereo not given in full),0%,2%,-14%,-36%,-5%,-3%,nt,1%,-14%
C=CCN1C(=O)C(O)=C(C(C)=O)C1c1ccccc1F (stereo not given),4%,10%,-15%,16%,-7%,8%,-4%,-5%,7%
Cc1ccc(-c2csc(-c3ccncc3)n2)cc1,12%,5%,0%,-5%,9%,0%,1%,?,18%
COc1ccccc1NC(=O)N1CCCC1C(=O)NCc1cccs1 (stereo not given),3%,18%,13%,1%,2%,11%,-3%,0%,-15%
CC1CCCC(C)N1S(=O)(=O)c1ccc(S(=O)(=O)NCc2ccccc2)cc1 (stereo not given),-3%,4%,-5%,3%,-3%,0%[9.24 µM],26%,-16%,5%
Cc1cc2c(cc1NS(=O)(=O)c1ccc(Br)cc1)n(C)c(=O)c(=O)n2C,3%,nt,5%,10%,nt,nt,nt,5%,16%
O=C(CSCn1nnc2c(=O)[nH]c(Cc3ccc(F)cc3)nc21)Nc1cccc(C(F)(F)F)c1,-8%,nt,-7%,0%,nt,nt,nt,19%,-18%
S=C(Cc1ccc(Cl)cc1)N1CCOCC1,19%,-2%,3%,6%,4%,9%,-5%,4%,2%
COc1cccc(C(=O)NCC(c2ccc3c(c2)OCO3)N2CCN(c3ccc(F)cc3)CC2)c1 (stereo not given),-7%,-3%,-28%,-1%,11%,-15%,-3%,12%,?
O=C(CCN1C(=O)COc2ccccc21)NCCC1=CCCCC1,3%,10%,6%,-23%,4%,6%,-7%,14%,1%
Cc1ccc(CNC(=O)C(N=C2NS(=O)(=O)c3ccccc32)C(C)C)cc1 (stereo not given),19%,1%,-7%,28%,-6%,0%,-9%,3%,?
CCOc1nc(NC(C)C)nc(NC(C)C)n1,13%,3%,11%,0%,-1%,6%,-2%,3%,0%
CCCc1cc(=O)[nH]c(N2CCN(Cc3ccc4c(c3)OCO4)CC2)n1,2%,3%,-4%,9%,-5%,-2%,-14%,-21%,24%
Cc1ccc(C(=O)Nc2ccc(O)c(C(=O)O)c2)o1,0%,4%,-13%,15%,-11%,6%,-6%,12%,12%
C[C@H](CO)N1C[C@H](C)[C@@H](CN(C)C(=O)Nc2ccccc2)Oc2ccc(NC(=O)Nc3ccccc3)cc2C1=O,?,17%,0%,-7%,4%,7%,1%,27%,10%
CC1(C)CC(=O)C2=C(C1)OC(N)=C(C#N)C2c1ccccc1[N+](=O)[O-] (stereo not given),1%,-4%,24%,0%,7%,2%,-133%[inhibitor],-20%,2%
[O-]/C(=C(\C(=S)Nc1ccc(SC(F)F)cc1)[n+]1ccccc1)c1ccc(Cl)cc1Cl,?,-10%,-18%,?,5%,-19%,11%,0%,1.1µM*
CCc1ccc(-c2nn(CC(=O)NC3CCCC3)c3c2cnc2ccc(C)cc23)cc1,1%,nt,15%,2%,nt,nt,nt,11%,16%
CCN1C[C@@H]2[C@@H]3C(=O)N(Cc4ccccc4)C(=O)[C@@H]3[C@](CC)(C1=O)N2C(=O)c1ccc(F)cc1,14%,-1%,15%,-1%,4%,13%,11%,-4%,20%
CC1(C)CCc2cc(CN3CCN(c4ccccn4)CC3)ccc2O1,12%,-15%,-12%,9%,2%,-18%,3%,-4%,?
Cn1cc(CN2CCC(Oc3ccc(C(=O)N4CCCC4)cc3)CC2)cn1,13%,-1%,-12%,?,3%,1%,-5%,13%,-12%
Cc1ccc(Oc2nn[nH]n2)cc1,-17%,-2%,16%,-5%,-10%,-4%,-2%,3%,3%
Cc1nn(Cc2ccc(Cl)c(Cl)c2)c(C)c1NC(=O)c1cc(-c2ccco2)on1,?,-18%,-22%,5.2µM*,6%,?,?,-7%,-7%
Cn1c(CNC(=O)Nc2ccccc2)nnc1SCc1ccccc1,5%,0%,-12%,0%,1%,5%,-2%,-2%,-10%
CCCCCOC(=O)Cn1c(N2CCOCC2)nc2c1c(=O)[nH]c(=O)n2C,3%,2%,-10%,-4%,0%,7%,-50%,-8%,7%
Cc1ccc(NC(=O)c2cc(C)nc3c2c(C)nn3-c2cccc(Cl)c2C)c(C)c1,-1%,nt,19%,-6%,nt,nt,nt,0%[9.22 µM],2%
COC(=O)[C@]1(Sc2ccccc2)CC(=O)N[C@@H]1c1ccccc1,3%,0%,0%,3%,6%,1%,nt,3%,5%
COc1cc2c(cc1NC(=O)CN(C)Cc1nc3ccccc3c(=O)[nH]1)oc1ccccc12,?,-12%,2%,?,4%,-18%,0%,8%,0%
O=C(Nc1cccnc1)c1cc(F)cc(F)c1,16%,8%,18%,2%,-2%,13%,-9%,24%,10%
CC(C)c1ccc2oc(-c3ccc(N)cc3)nc2c1,?,?,-14%,21µM*,-15%,-27%,12%,?,-21%
COC(=O)c1ccc(-n2c(/C=C/c3cc(OC)c(OC)c(OC)c3)nc3cc(Cl)ccc3c2=O)cc1,0%,nt,-17%,?,nt,nt,nt,22%,-24%
O=C(COC(=O)C12CC3CC(CC(Br)(C3)C1)C2)Nc1cccc(S(=O)(=O)N2CCOCC2)c1,0%,-9%,-14%,11%,14%,-15%,?,0%,?
CCOCC(=O)Nc1ccc(Br)c(C)c1,?,16%,23%,-1%,4%,0%,0%,24%,42%[activator]
Cc1cc(C)c(N(C(=O)c2csnn2)C(C(=O)NC2CCCC2)c2ccncc2)c(C)c1 (stereo not given),0%,23%,-3%,-11%,-1%,22%,-1%,-9%,8%
Cc1cc2cc3c(cc2nc1SCC(=O)N1CCOCC1)OCO3,-2%,-1%,-9%,-23%,10%,-18%,0%,?,7%
NS(=O)(=O)c1ccc(CCNC(=O)COc2ccc3c4c(c(=O)oc3c2)CCC4)cc1,1%,-2%,-13%,?,7%,-1%,-2%,10%,6%

# Assay outcomes as filed in PubChem BioAssay.
